TRPV1 agonist – human TRPV1 agonism; Q8NER1; TRPV1-expressing cells, Fluo-8 calcium influx, agonist mode; hit rate 0.19% among 320,000; activation, % at 8.33 µM; in the data active = activation above about 80%; inconclusive = between about 30% and that limit; also: 0% is about no effect
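TRPV1-expressing cells were cultured overnight at 35.5C and loaded with Fluo-8 calcium dye for 40 to 90 min at room temperature. After a 10 s baseline, compound was added and calcium influx was read kinetically for 3 min (ex 480/em 520 nm).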
ASM inhibitor – blocks human secretory acid sphingomyelinase; P17405; AID 504937; placental ASM, HMU-PC fluorogenic substrate, 60 min; hit rate 0.006% among 340,000; Potency, µM (titrated, usually from 57.5 µM), for the others: at the highest dose activity change, negative = inhibition, actives largely listed as inhibitors; also: potency is read from the fitted curve at half-maximal effect
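Fluorescence read-out (Ex 386 nm, Em 447 nm) after stopping the reaction at pH 10. Enzyme: ASM from human placenta; substrate HMU-PC0, 9 uM final; 60 min, 37 °C. Compound preincubation 10 min, ambient temperature.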
MLL CXXC-DNA inh – MLL CXXC-DNA interaction inhibition. Q03164. MLL-CXXC / FITC-HOXA9 DNA fluorescence polarization. Potency, µM (series often up to 115 µM), without a hit: at the top dose activity change, negative = inhibition, usual class: inhibitors. hit rate 0.037% among 290,000. AID 2662; active = well fitted inhibition curve with a large enough effect in the polarisation, with a control signal flat, not every such curve was filed as active; inconclusive = small, poorly fitted or top-dose-only effect, or effect the other way, or a change in a side signal; inactive = no such curve, though single readings can be large or run the other way; the % refers to the polarisation; also: potency is read from the fitted curve at half-maximal effect
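Purified MLL-CXXC (added from a 7 uM solution) was preincubated 5 min at ambient with pinned compounds in 50 mM Tris-HCl pH 7.5, 50 mM NaCl, 1 mM DTT, 0.05% BSA. Fluorescein-labeled HOX-A9 DNA (50 nM solution) followed, 30 min, then polarization read.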
KCNH2 3.1 inh – inhibitors of human KCNH2 3.1 potassium channel isoform. U2OS KCNH2 3.1, thallium flux FluxOr; active compounds read low. activity change, % (tested at about 1.8 µM). hit rate 0.95% among 340,000;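 active = maximum activity change below -70%; inconclusive = maximum activity change from -70% to -50%; inactive = maximum activity change above -50%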;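 also: thallium influx rate constant from kinetic fluorescence after stimulation buffer; % is scaled to controls: 0 for no effect and ±100 for the full control effect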
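Kinetic fluorescence (2 min after stimulation buffer) measures Tl+ influx through KCNH2 3.1 expressed by viral transduction in U2OS cells; the rate constant is normalized against DMSO controls serving as positive and negative references.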
a7 integrin act – activates integrin-mediated alleviation for muscular dystrophy. alpha7betagal myoblasts, beta-gal FDG fluorescence, 48 h. Potency, µM (top dose mostly 38.3 µM), inactives show at the top dose activation, actives largely listed as activators. hit rate 0.064% among 350,000. AID 624291;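 also: potency is read from the fitted curve at half-maximal effect; 100% = response of the positive control SU9516; nearly all actives have a fitted effect of over 60% in size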
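Alpha7betagal+/- myoblasts (passage 13) were plated 16-24 hr, then exposed to compounds (1:260 dilution of DMSO stock) for 48 hours at 37C. After MPER lysis, β-galactosidase reporter activity was read as FDG fluorescence (ex 480/em 540) after 30 minutes.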
GALK inhibitor – blocks human galactokinase activity; P51570; hit rate 0.007% among 270,000; Potency, µM (titrated, usually from 57.5 µM), for the others: at the highest dose activity change, negative = inhibition, most hits filed as inhibitors; Purified GALK, Kinase-Glo residual ATP luminescence; also: potency is read from the fitted curve at half-maximal effect; % is scaled to controls: 0 for no effect and ±100 for the full control effect
Target sequence (P51570 whole entry, looked up): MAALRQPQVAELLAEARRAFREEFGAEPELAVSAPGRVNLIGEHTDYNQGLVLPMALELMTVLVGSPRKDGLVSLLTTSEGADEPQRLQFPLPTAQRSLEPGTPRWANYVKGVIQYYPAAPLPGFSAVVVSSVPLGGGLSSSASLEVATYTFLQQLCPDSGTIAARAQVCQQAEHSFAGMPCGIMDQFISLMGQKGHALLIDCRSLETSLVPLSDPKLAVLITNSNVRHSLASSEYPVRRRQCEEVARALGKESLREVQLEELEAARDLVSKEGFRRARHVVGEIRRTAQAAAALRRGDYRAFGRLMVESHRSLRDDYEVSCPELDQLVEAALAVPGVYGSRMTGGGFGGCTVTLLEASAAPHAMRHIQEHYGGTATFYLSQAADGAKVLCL
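Compounds were pin-transferred into ATP buffer (35 uM final), then GALK plus galactose (5 nM, 100 uM final) was added. After 1 h at room temperature, Kinase-Glo Plus was added and luminescence read after 10 min.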
MBNL1 CUG block – inhibitors of human MBNL1 binding to CUG repeat RNA; Q9NR56; TR-FRET MBNL1-His/biotin-(CUG)12 binding, 665/545 ratio; Potency, µM (titrated, usually from 57.5 µM), for inactives: top-dose activity change, negative = inhibition, most hits filed as inhibitors; hit rate 0.036% among 280,000; active = well fitted inhibition curve with a large enough effect in the signal ratio, with a control signal flat, not every such curve was filed as active; inconclusive = small, poorly fitted or top-dose-only effect, or effect the other way, or a change in a side signal; inactive = no such curve, though single readings can be large or run the other way; the % refers to the signal ratio; also: potency is read from the fitted curve at half-maximal effect; % is scaled to controls: 0 for no effect and ±100 for the full control effect
Target sequence (Q9NR56 whole entry, looked up): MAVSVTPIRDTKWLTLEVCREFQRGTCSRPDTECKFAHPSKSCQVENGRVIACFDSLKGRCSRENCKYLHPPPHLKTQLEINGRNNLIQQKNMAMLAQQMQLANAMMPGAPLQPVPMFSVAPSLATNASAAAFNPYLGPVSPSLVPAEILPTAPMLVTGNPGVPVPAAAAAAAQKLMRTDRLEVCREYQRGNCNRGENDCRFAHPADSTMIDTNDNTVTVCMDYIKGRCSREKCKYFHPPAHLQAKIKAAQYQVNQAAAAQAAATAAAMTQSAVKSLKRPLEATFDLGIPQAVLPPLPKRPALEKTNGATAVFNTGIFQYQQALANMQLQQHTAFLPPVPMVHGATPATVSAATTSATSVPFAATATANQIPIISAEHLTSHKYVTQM
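Ratiometric TR-FRET (665 over 545 nm, excitation 340 nm) tracks disruption of MBNL1-His/biotin-(CUG)12 complex after 60 min at room temperature, with compounds at 92 nM to 58 uM final.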
KCNH2 WT inh – inhibitors of human wildtype KCNH2 potassium channel. U2OS, BacMam KCNH2, thallium flux FluxOr; active compounds read low. hit rate 0.37% among 340,000. AID 720551. Q12809. activity change, % at 1.84 µM;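 active = maximum activity change below -70%; inconclusive = maximum activity change between -70% and -50%; inactive = maximum activity change above -50%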; also: % is scaled to controls: 0 for no effect and ±100 for the full control effect
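U2OS cells were transduced with wild-type KCNH2 virus (2.03 x 10^8 / mL) for 4 h at room temperature, then cultured overnight at 37 C. Thallium flux was read with FluxOr dye. Rate constants were normalized to DMSO controls.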
AT treatment – potential ataxia-telangiectasia treatments restoring KAP-1 phosphorylation; […] A-T fibroblasts, KAP-1 phosphorylation AlphaLISA; neocarzinostatin DNA damage 30 min before lysis; Potency, µM (highest dose often 57.5 µM), for inactives: top-dose activation, usual class: activators; hit rate 0.19% among 320,000; also: potency is read from the fitted curve at half-maximal effect; % of control where 0% means no effect; nearly all actives have a fitted effect of over 45% in size
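hTERT-immortalized A-T patient fibroblasts ([…]), 500 cells/well in OPTI-MEM, 1% FBS, got compounds for 60 min, then NCS for 30 min at 37C. Lysates were then assayed for phospho-KAP-1 by AlphaLISA (anti-pKAP1 donor, anti-KAP1 acceptor beads), 6 hr at 25C.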
FBPA coupling cs – inhibits coupling enzyme system, counter-screen for aldolase hits; coupling enzyme system counterscreen, AmpLite Red fluorescence; activity change, negative = inhibition, % at 58.2 µM, hits read low; hit rate 0.67% among 290,000; AID 2472; in the data active = activity change below about -30%; also: % is scaled to controls: 0 for no effect and ±100 for the full control effect
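Compounds tested against the coupling enzymes alone at 57.5 uM final; readout was AmpLite Red fluorescence (525/598 nm) after 20 min at RT.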
Starred values were filed as active, the others as inactive; ? = inconclusive; · = no result given; [ ] = dose if it differs, or a comment. Unless noted, calls follow the shape of the dose curve; as a rule, active = well fitted curve in the direction sought with a large enough effect; inconclusive = small, poorly fitted or top-dose-only effect, or another doubt; inactive = no such curve, though single readings can be large; an effect the other way counts as inactive or inconclusive.

Each structure is followed by: TRPV1 agonist	ASM inhibitor	MLL CXXC-DNA inh	KCNH2 3.1 inh	a7 integrin act	GALK inhibitor	MBNL1 CUG block	KCNH2 WT inh	AT treatment	FBPA coupling cs
(1) CCc1nc(SCC(=O)N2c3ccccc3Sc3ccccc32)c2ccccc2n1
  2	-11%	-6%	-15	-14%	0%	3%	-12	-12%	-3
(2) CCCC1CCC(C(=O)Nn2c(C)nc3ccccc3c2=O)CC1 (configuration not stated)
  ?	1%	-2%	-9	17%	0%	-4%	1	-3%	2
(3) CSc1nc2c(c(=O)[nH]1)C(c1ccccc1Cl)CC(=O)N2 (configuration not stated)
  -1	0%	-4%	1	35%	1%	0%	-5	-1%	4
(4) OCCNCc1cccc(-c2ccccc2)c1O
  ·	1%	·	-3	0%	·	·	4	·	·
(5) Cc1ccc(NC(=O)c2cncc(Br)c2)c(O)c1
  1	7%	-7%	12	27%	1%	-3%	-10	5%	0
(6) CCn1c(CSc2ncccn2)nnc1SCC(=O)N1c2ccccc2CC1C (configuration not stated)
  0	-1%	8%	4	19%[7.66 µM]	2%	-1%	0	2%	2
(7) CCc1nccn1S(=O)(=O)c1ccc2ccc(C)cc2c1
  -2	4%	-5%	-71*	5%	0%	-11%	7	-9%	2
(8) CCCOc1ccc(-c2nnn(CC(=O)c3c[nH]c4ccccc34)n2)cc1
  -3	-2%	36%[activator]	8	18%	1%	0%	-10	-4%	-1
(9) C=CCN(Cc1ccco1)S(=O)(=O)c1ccc(Cl)cc1
  5	-1%	14%	-1	9%	1%	1%	-8	38%	0
(10) CCCCNCC(=O)Nc1sc(C)c(C)c1C(=O)OCC
  23	1%	1%	-8	9%	0%	-17%	9	1%	4
(11) Cc1ccc(Nc2nc(=O)[nH]nc2C)cc1
  0	2%	2%	10	-2%	-1%	0%	-17	8%	1
(12) COc1cc(O)c(CCC(=O)c2ccc(OC)c(OC)c2)c(OC)c1
  2	-1%	1%	3	-31%	7%	-2%	-10	0%	-3
(13) Cc1cnn(Cc2cccnc2)c1N
  1	10%	0%	-1	0%	1%	-4%	2	-10%	0
(14) OCC1(Cc2cccc(Cl)c2)CCCN(Cc2cnn(-c3ccccc3)c2)C1 (configuration not stated)
  11	0%	-11%	-9	-31%	2%	-7%	11	-4%	1
(15) CN(C)c1nc(N)c(C#N)c(C#N)c1C#N
  ·	81%[activator]	·	-10	-7%	·	·	-5	·	·
(16) O=C(CSc1nc(-c2ccccc2)cc(=O)[nH]1)Nc1ccc(Br)cc1
  0	2%	7%	8	6%	4%	6%	-1	11%	-3
(17) C/C(=N/NC(=O)c1ccc(Br)o1)C(C)C
  7	-1%	-1%	-1	17%	·	2%[11.5 µM]	-12	-2%	2
(18) CCCc1nc2oc3c(OC)ncnc3c2c2c1COC(C)(C)C2
  22	-7%	-11%	-15	-9%	0%	1%	3	1%	-2
(19) CCN1C[C@@H]2[C@@H]3C(=O)N(C)C(=O)[C@@H]3[C@](Cc3ccccc3)(C(=O)OC)N2C1=NC1CCCCC1
  ·	3%	·	4	-8%	·	·	3	11%	·
(20) O=C1Nc2ccc(Br)cc2C1(O)Cc1ccccn1 (configuration not stated)
  4	3%	-2%	1	11%	0%	3%	-11	-1%	-1
(21) c1nc(NCCN2CCOCC2)c2sc3nc(N4CCOCC4)c4c(c3c2n1)CCC4
  -4	1%	0%	-47	-2%	6%	-7%	-1	-1%	-8
(22) CCCCc1nnc(NC(=O)c2ccccc2OCc2c(C)noc2C)s1
  -1	2%	·	-16	-12%	·	·	-4	11%	·
(23) Cc1ccc(S(=O)(=O)N2CCOCC2)cc1C(=O)NCc1cccnc1
  -2	-1%	-2%	-12	18%	-4%	-2%	-4	-5%	0
(24) COc1ccc(C(=O)OCC(=O)N2CCc3ccccc32)cc1S(=O)(=O)N1CCOCC1
  ·	0%	·	7	-43%	·	·	6	4%	·
(25) O=C(NCCC(=O)N1CCC2(CC1)NCCc1[nH]cnc12)c1ccc(Br)cc1
  3	3%	4%	13	0%	-4%	1%	2	10%	·
(26) CN(C(=S)NC(=O)c1ccccc1)c1c(N)n(Cc2ccccc2)c(=O)[nH]c1=O
  2	3%	-13%	-4	5%	-2%	-3%	2	0%	-1
(27) O=C(CSc1ccccn1)Nc1ccc2ccccc2c1
  27	·	-5%	·	·	-4%	-4%	·	-2%	2
(28) Cc1ccc(NC(=O)CCN2CCN(C/C=C/c3ccccc3)CC2)cc1
  0	-2%	-2%	-86*	-21%	1%	0%	-96*	-5%	0
(29) Cc1ccc(NC(=O)CSc2nnc(-c3cccnc3)n2-c2ccc(C)cc2)cc1
  -2	-1%	11%	-15	-22%	-4%	-9%	-41	-1%	1
(30) Cc1cccn2c(=O)c(/C=C(\C#N)C(N)=O)c(N3CCN(c4cccc(Cl)c4)CC3)nc12
  -1	-1%	7%	-1	-14%	1%	?	18	-10%	-3
(31) Cc1ccc(O)c(C2=Nc3ccccc3N=C(c3cccs3)C2)c1
  1	-8%	10%	6	-20%	-2%	·	-2	12%	4
(32) CC(=O)c1cccc(NC(=O)c2cc(-c3ccc(C)cc3)on2)c1
  6	3%	16%	-2	17%	-1%	4%	-25	-1%	1
(33) CC1(C)Cc2ccccc2-c2nnc(C(F)(F)F)n21
  -2	5%	0%	11	1%	-3%	-10%	-4	-2%	1
(34) O=C(O)CNc1nc(-c2ccccc2)c2cc([N+](=O)[O-])ccc2n1
  14	5%	10%	-15	-1%	0%	?	-2	-2%	-26
(35) C/C(=N\NC(=O)c1ccc(Cn2cc(Br)cn2)o1)c1cccc(NC(=O)C(C)C)c1
  6	0%	2%	-16	-27%	0%	-11%	2	2%	0
(36) CC(/C=N/NC(=O)CNc1n[nH]c(=O)[nH]c1=O)c1ccccc1 (configuration not stated)
  6	1%	-13%	0	0%	-1%	-6%	-7	-9%	-1
(37) COc1ccc(NC(=O)CN(C)C(=O)c2c(-c3c(F)cccc3Cl)noc2C)cc1
  -4	4%	·	15	-19%	·	·	-6	·	·
(38) COc1ccc2c(c1)c(C(=O)CN1CCN(Cc3ccccc3)CC1)c(C)n2C
  -1	0%	2%	1	8%	0%	·	22	-3%	-6
(39) O=C(Cc1ccccc1)Nc1cccc(N2CCCC2)c1
  -2	10%	7%	2	-19%	1%	4%	-4	·	-28
(40) O=C(CN1CCCCCC1)Nc1ccc(Br)cc1Br
  3	3%	-1%	-7	-9%	-2%	1%	-8	·	2
(41) COc1ccc2nc(NC(=O)CSc3nnc(N)s3)sc2c1
  -1	2%	8%	4	14%	0%	-10%	0	-2%	1
(42) Cc1ccc(-n2c(SCC(=O)Nc3ccc4cn[nH]c4c3)nnc2-c2ccco2)cc1
  9	-8%	-11%	-112*	-31%	-4%	-2%	-10	5%	-3
(43) COc1ccc(-n2c(C)n[nH]c2=O)cc1
  0	0%	5%	3	-14%	-3%	2%	3	6%	0
(44) O=C(CNCc1ccc(Cl)cc1)Nc1cc(S(=O)(=O)N2CCCC2)ccc1Cl
  ·	-1%	·	-13	0%	·	·	-1	·	·
(45) Cc1cc2ccccc2n1CCNC(=O)Cc1ccccc1
  ?	3%	3%	6	15%	-1%	2%	2	-8%	0
(46) COc1ccc(N2C(=O)CC2(C#N)c2ccc(OCc3ccccc3)cc2)cc1 (configuration not stated)
  3	2%	-4%	-13	9%	0%	·	-1	6%	1
(47) O=C(CSc1oc(-c2ccco2)nc1S(=O)(=O)c1ccc(Cl)cc1)NCC1CCCO1 (configuration not stated)
  7	-6%	-6%	22	4%	1%	-1%	-15	·	2
(48) CCOc1ccc(CN(C)C(=O)CNC(=O)Cc2cccc3ccccc23)cc1
  0	-2%[11.5 µM]	6%	-7	-26%	-1%	3%	-1	7%	5
(49) Cc1ccc(C(C(=O)NC2CCCC2)N(C(=O)c2csnn2)C2CC2)cc1 (configuration not stated)
  10	-3%	0%	6	10%	-1%	-3%	4	-1%	0
(50) CCCCNC(=S)NNC(=O)c1ccco1
  0	7%	1%	-3	5%	0%	-4%	-11	2%	4
